M. tuberculosis GlmU = inhibition of mycobacterial GlmU enzyme – biochemical, glucosamine-1-phosphate acetyltransferase (AID 1376). inhibition, %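 (tested at 30 µM in the primary screen)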; hits with a dose series show IC50 in µM. 220,000 compounds, 0.25% hits. M. tuberculosis GlmU acetyltransferase enzyme assay; higher % means a stronger effect; in the data active means inhibition above about 13%; inconclusive means no clear call, values can overlap the other calls;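 further: 0% = complete reaction with vehicle and 100% = reaction without substrate; strong numbers were not always called active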
RmlCD inh 1536 = inhibitors of Mycobacterium tuberculosis RmlC and RmlD coupled enzymes; P9WH09+P9WH11; RmlC+RmlD coupled enzyme assay, percent inhibition; primary screen in compound mixtures; inhibition, % at 3.6 µM; 160,000 compounds, 0.03% hits; AID 1533; in the data active means inhibition mostly above about 34%, no sharp cut-off; inconclusive means no clear call, values can overlap the other calls; inactive means mostly below about 22%; further: some results filed as inactive read as strong as hits
Target sequence (P9WH09 whole entry, looked up): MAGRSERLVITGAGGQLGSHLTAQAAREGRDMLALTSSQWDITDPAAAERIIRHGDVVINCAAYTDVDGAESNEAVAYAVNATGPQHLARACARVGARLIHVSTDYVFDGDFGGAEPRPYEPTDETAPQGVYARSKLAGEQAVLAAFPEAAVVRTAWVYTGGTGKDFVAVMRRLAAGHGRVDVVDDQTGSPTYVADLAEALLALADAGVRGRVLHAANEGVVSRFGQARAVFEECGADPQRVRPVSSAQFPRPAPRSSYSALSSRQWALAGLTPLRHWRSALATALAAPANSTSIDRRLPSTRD
Target sequence (P9WH11 whole entry, looked up): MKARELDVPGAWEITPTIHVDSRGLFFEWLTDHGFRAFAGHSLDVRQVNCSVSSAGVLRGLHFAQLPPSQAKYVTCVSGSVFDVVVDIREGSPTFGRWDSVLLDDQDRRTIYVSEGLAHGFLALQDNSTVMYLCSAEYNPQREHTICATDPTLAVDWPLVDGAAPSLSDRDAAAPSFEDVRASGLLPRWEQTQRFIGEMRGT
Starred values were filed as active, the others as inactive; ? = inconclusive; · = not tested or not shown.

SMILES	M. tuberculosis GlmU	RmlCD inh 1536
CNC1(c2nnnn2-c2c(C)cccc2C)CCOC(C)(C)C1 (configuration not stated)	-3.3%	9.8
Cc1cc(C)cc(N2C(=O)C3NN=C(C(=O)OCc4ccccc4)C3C2=O)c1 (configuration not stated)	-5.8%	3.9
COc1ccc(CNC(=O)c2c(C)nc3ccccn23)cc1	3.2%	·
O=C(Nc1ccccc1Cl)N1CCN(C/C=C/c2ccccc2)CC1	5.5%	3.2
O=S(=O)(c1ccccc1)N1CCN(c2ncnc3sc(-c4ccccc4)cc23)CC1	-4.7%	6.3
COC(=O)c1ccccc1NC(=O)C1CCN(C(=O)c2ccc(OC)cc2)CC1	1.5%	·
O=c1c(C(c2ccc(F)cc2)c2c(O)nc3n(c2=O)CCS3)c(O)nc2n1CCS2	4.3%	37.3
O=C(NCc1cccs1)C1CCN(S(=O)(=O)c2ccc(Br)s2)CC1	0.7%	-5.6
O=C(NCc1ccco1)c1n[nH]c(=O)c2ccccc12	-5.9%	0.6
Cc1cc(NC(=O)CN2CCN(C)CC2)no1	-2.2%	-1.3
O=C(NCCc1ccccc1)c1nc2c(nnn2Cc2ccccc2Cl)c(=O)[nH]1	-2.4%	9.9
O=C(c1ccc2c3c(cccc13)CC2)C1CCCN(Cc2ncc[nH]2)C1 (configuration not stated)	-5.0%	4.0
COc1ccc(CCCc2nnc(SCC(=O)Nc3nccs3)n2C)cc1C	1.6%	-4.2
Clc1ccccc1CN(Cc1ccccc1)C(c1cccs1)c1nnnn1C1CCCC1 (configuration not stated)	-0.1%	9.9
Nc1ccc(Oc2ccccc2F)nc1	0.6%	7.8
CCOC(=O)N1CCC(N2Cc3cccc(C(=O)Nc4cc(F)ccc4F)c3C2=O)CC1	9.9%	·
COc1ccc(/C=N/NC(=O)C(N)=O)c(OC)c1OC	1.7%	12.0
COc1cccc(C(C(=O)NC2CCCCC2)N(CC2CCCO2)C(=O)CNC(=O)c2ccco2)c1 (configuration not stated)	1.8%	·
CC(C)Cc1ccc(C(C)C(=O)Nc2ccc(O)cc2)cc1 (configuration not stated)	-0.5%	·
CC(C)Nc1nc(NC(C)C)nc(N(C)N)n1	-5.1%	-5.2
Cc1ccc2c(c1)N(C(=O)CCC(=O)N1CCc3ccccc3C1)CCO2	7.2%	-0.8
NC(=O)C1CCN(C2CC(=O)N(Cc3ccc(N4CCCC4=O)cc3)C2=O)CC1 (configuration not stated)	-0.5%	·
COC(=O)c1ccc(NC(=O)CSc2nc3ccccc3c(=O)[nH]2)cc1	-1.5%	-2.5
CC(CNS(=O)(=O)c1ccccc1)(c1ccccc1)N1CCCCC1 (configuration not stated)	8.9%	-6.0
CCOC(=O)C1=C(N)Oc2c(oc(CO)cc2=O)C1c1ccc(F)cc1 (configuration not stated)	-1.1%	-10.8
Cc1cccc(NC(=O)C2=C(O)c3ccccc3N(C)S2(=O)=O)c1	0.3%	·
CCC(=O)c1ccc(OCC(=O)NCC2(N3CCCCC3)CCCCC2)cc1	-4.6%	-2.8
CCOC(=O)c1c(NC(=S)NC(=O)c2ccco2)sc2c1CCCC2	-3.8%	·
C[C@H](C(=O)C=[N+]=[N-])N1C(=O)c2ccccc2C1=O	-2.6%	·
Cc1ccc(N(CC(=O)Nc2ccc(C)cn2)S(=O)(=O)c2c(C)nn(C)c2C)cc1	1.1%	·

Looked up by structure from above, 3 records:
SMILES	M. tuberculosis GlmU	RmlCD inh 1536
O=S(=O)(c1ccccc1)N1CCN(c2ncnc3sc(-c4ccccc4)cc23)CC1	-4.7%	6.3
O=c1c(C(c2ccc(F)cc2)c2c(O)nc3n(c2=O)CCS3)c(O)nc2n1CCS2	4.3%	37.3
CNC1(c2nnnn2-c2c(C)cccc2C)CCOC(C)(C)C1 (configuration not stated)	-3.3%	9.8

(further entries)
SMILES	M. tuberculosis GlmU	RmlCD inh 1536
Cc1c(NC(=O)CN2C(=O)c3ccccc3S2(=O)=O)c(=O)n(-c2ccccc2)n1C	-1.9%	·
COc1ccc(NC(=O)C2CC(=O)N/C(=N/N=C/c3ccccc3)S2)cc1 (configuration not stated)	1.1%	63.6
NS(=O)(=O)c1ccc(S(=O)(=O)N(Cc2ccccc2F)CC2CCCO2)cc1 (configuration not stated)	-5.5%	10.7
Cc1cccc(C(=O)Nc2sc(C)c(-c3ccccc3)c2C#N)c1	5.7%	24.8
CCN(CC)S(=O)(=O)c1ccc2oc(C(=O)Nc3ccc(OC)cc3OC)c(C)c2c1	9.3%	-7.8
COC(=O)C1=C(C)NC2=C(C(=O)CCC2)C1c1cccc(C)n1 (configuration not stated)	4.7%	-11.5
COc1cc(CC(=O)OCn2nnc3ccccc3c2=O)cc(OC)c1OC	-3.3%	-7.2
Cc1ccc(OCc2n[nH]c(=S)n2-c2ccc(C)cc2)cc1	10.3%	·
Cc1ccc(S(=O)(=O)N(C)C)cc1NC(=O)c1cccnc1Oc1ccccc1	3.2%	·
COc1ccc(OC)c(/C=C(\NC(=O)c2ccccc2)C(=O)N/N=C/c2ccc(C)s2)c1	-2.6%	5.2
COc1ccc(NC(=O)c2cccnc2SC)cc1OC	5.9%	·
O=C(O)c1ccccc1C1Nc2ccccc2C(=O)N1CCCN1CCOCC1 (configuration not stated)	-1.7%	11.6
CCCCn1c(SCC(=O)/C(C#N)=C(\C)N)nc2ccccc2c1=O	0.9%	-8.7
COc1ccc(C(=O)Nc2c(Cl)cc(Cl)cc2C(=O)N2CCC(C)CC2)cc1	4.7%	0.4
O=C(O)/C(=C1\OC(=O)c2ccccc21)c1ccccc1	-3.4%	·
COC(=O)c1ccc2c(=O)n(Cc3ccc(C(=O)NC(C)C)cc3)c(=S)[nH]c2c1	7.5%	13.8
CCC(=O)N(Cc1ccc(S(N)(=O)=O)cc1)C1CC(=O)N(c2ccccc2)C1=O (configuration not stated)	3.8%	-4.8
CCOc1cc(S(=O)(=O)NC2CC2)c(OCC)cc1-n1cnnn1	3.0%	-6.8
NS(=O)(=O)c1ccc(CCNC(=O)CCCCCn2c(=S)[nH]c3ccc(Br)cc3c2=O)cc1	-3.5%	10.1
C/C=C/CSc1nc2c(c(=O)[nH]c(=O)n2C)n1CCC	-2.1%	-7.1
CCc1ccc(NC(=O)CSC2=C(C#N)C(c3ccc4c(c3)OCO4)CC(=O)N2)cc1 (configuration not stated)	2.3%	·
Cc1cc(C)c(C#N)c(N2CCCC2)n1	8.1%	?
CCOC(=O)N1CCN(c2ccc(Cl)cc2)CC1	3.1%	-9.6
N=c1sccn1CC(=O)Nc1cccc2ccccc12	0.4%	·
COc1cc(NC(=O)CSc2nc3ccccc3n2-c2ccccc2)c(C)cc1[N+](=O)[O-]	7.9%	·
CCn1c(SC(C)C(=O)NC2CCCc3ccccc32)nnc1-c1cccs1 (configuration not stated)	-0.6%	6.1
COc1ccccc1N1CCN(C(=O)CSc2nc(-c3ccco3)cc(C(F)(F)F)n2)CC1	-4.0%	-3.1
COc1cc(C2=NOC(C(=O)N3CCCc4ccccc43)C2)cc(OC)c1OC (configuration not stated)	3.9%	-6.2
Clc1ccc(Nc2nc3ccccc3n3nnnc23)cc1	-4.1%	·
O=C(Nc1cc(Cl)ccc1Oc1ccccc1)c1ccccc1F	0.0%	-7.2

By substructure, the compounds so far containing bromine.
SMILES	M. tuberculosis GlmU	RmlCD inh 1536
O=C(NCc1cccs1)C1CCN(S(=O)(=O)c2ccc(Br)s2)CC1	0.7%	-5.6
NS(=O)(=O)c1ccc(CCNC(=O)CCCCCn2c(=S)[nH]c3ccc(Br)cc3c2=O)cc1	-3.5%	10.1

Continued.
SMILES	M. tuberculosis GlmU	RmlCD inh 1536
Cc1ccccc1NC(=O)C1c2ccccc2Oc2ccccc21	-1.5%	4.0
Cc1cc(NC(=O)CCC(=O)N(CCc2ccccc2)C(C(=O)NC2CCCC2)c2ccco2)no1 (configuration not stated)	-0.7%	·
CCCC(=O)Nc1nnc(SCC(=O)Nc2ccc3c(c2)OCCO3)s1	-1.7%	-9.6
Oc1[nH]c2ccccc2c1/C=N/N1CCCCC1	·	-3.6
CCOC(=O)N1CCN(C(=O)c2cn(CC)c3ccc(S(=O)(=O)N4CCCCC4)cc3c2=O)CC1	-5.5%	-6.6
CCN(CC)C(=O)CSc1nc2cc3c(cc2c(=O)n1CCCC(=O)NCCc1ccc(OC)c(OC)c1)OCO3	-6.5%	27.2
Cc1ccc2cc3c(NC(=O)c4ccco4)nn(CC(C)C)c3nc2c1	1.8%	8.7
C=C1SC(=Nc2ccccc2Cl)N(C(=O)c2sc3ccccc3c2Cl)C1(C)C	-1.5%	5.4
COc1ccc(N2C(=O)c3ccccc3NC2c2ccc(OC)c(Cn3cc([N+](=O)[O-])cn3)c2)cc1 (configuration not stated)	0.1%	·
O=C(O)/C=C\C(=O)Nc1ccc(Oc2ccc(Br)cc2)cc1	4.1%	28.8
Cc1ccc(C)c(-n2cc(CN3CCCN(C=O)CC3)c(-c3ccccc3)n2)c1	1.7%	-7.0
COc1ccccc1-n1cnc2cc(NC(C)=O)ccc21	2.0%	-2.9
CC(C)n1c(O)c(N=NC(=O)C2COc3ccccc3O2)c2ccccc21 (configuration not stated)	0.6%	4.8
C=CCOC(=O)COc1ccc2c(C)c(C)c(=O)oc2c1	0.8%	9.3
CC(Oc1ccccc1)C(=O)N1CCCc2ccccc21 (configuration not stated)	0.3%	·
O=C(Nc1ccc2c(c1)OCO2)C1CC(c2ccccc2Cl)=NO1 (configuration not stated)	-4.5%	-0.2
CCc1c(O)nc(SCC(N)=O)n(-c2ccccc2F)c1=O	-0.6%	9.8
CCOC(=O)C(C)Sc1nnc(NC(=O)c2cccc([N+](=O)[O-])c2C)s1 (configuration not stated)	-1.4%	8.6
Cn1c2ccccc2c2c(C(=O)N3CCN(c4ccc(F)cc4)CC3)cn(C3CCCC3)c(=O)c21	-1.3%	-6.5
CN(C)CCCO/N=C(\c1ccccc1)c1ccncc1	-5.6%	1.0
CCOC(=O)c1sc2nc(C)nc(Nc3ccc(OC)c(OC)c3)c2c1C	3.8%	-5.4
CSc1ccccc1-c1n[nH]c(=S)o1	-0.6%	7.3
Cc1ccc(CSCC(=O)N2CCN(Cc3ccc4c(c3)OCO4)CC2)cc1	-3.8%	·
CC(=O)NC1=NN(C(C)=O)C(c2cccs2)S1 (configuration not stated)	2.3%	·
Cc1ccc(C(=O)Nc2nc(=O)n(C(=O)c3ccccc3Cl)s2)cc1	-1.4%	-7.0
CC(C)CC(=O)N(c1ccc(F)cc1)C1C=CS(=O)(=O)C1 (configuration not stated)	-1.7%	10.2
CCc1cccc2c(C#N)cn(CC(=O)NCCOC)c12	-5.1%	-2.8
Cc1cccc2c(=O)cc(C)n(CC(=O)N3CCCCC3)c12	4.3%	20.0
CCCC(=O)Nc1nnc(CC(=O)N2CCCC2)s1	-1.8%	4.4
O=C(CN1C(=O)C2C3CC(C(Br)C3Br)C2C1=O)OCC(=O)c1cccc([N+](=O)[O-])c1 (configuration not stated)	-6.7%	1.5

Structures above containing a COOH group:
SMILES	M. tuberculosis GlmU	RmlCD inh 1536
O=C(O)c1ccccc1C1Nc2ccccc2C(=O)N1CCCN1CCOCC1 (configuration not stated)	-1.7%	11.6
O=C(O)/C(=C1\OC(=O)c2ccccc21)c1ccccc1	-3.4%	·
O=C(O)/C=C\C(=O)Nc1ccc(Oc2ccc(Br)cc2)cc1	4.1%	28.8

More records:
SMILES	M. tuberculosis GlmU	RmlCD inh 1536
COc1cc(/C=N/NC(=O)c2cc(C3CC3)[nH]n2)ccc1O	1.4%	-24.7
O=[N+]([O-])c1ccc(Nc2nc(Cl)nc(NCCO)n2)cc1	-4.7%	-2.6
Cc1ccc(S(=O)(=O)NC2=NCN(CCc3ccccc3)CN2)cc1	2.4%	5.0
Cc1ccc(S(=O)(=O)Nc2ccccc2C(=O)OC(C)C(=O)Nc2ccc3ccccc3c2)cc1[N+](=O)[O-] (configuration not stated)	-1.5%	-4.7
CC(Cc1ccccc1)Nc1ncnc2c1ncn2C1OC(CO)C(O)C1O (configuration not stated)	1.9%	·
O=C(NNc1cc(N2CCOCC2)nc(N2CCOCC2)n1)c1ccc([N+](=O)[O-])cc1	-3.8%	7.6
c1ccc(-c2nnsc2-c2nc3ccccc3[nH]2)cc1	-0.1%	-9.3
COc1ccc(C/C(C)=N/NC(=S)Nc2ccc(Cl)cc2)cc1	5.3%	-3.9
O=C(CSc1nnnn1C1CCCC1)NCc1cccs1	1.3%	-3.5
O=C(/C=C/c1c[nH]c2ccccc12)c1cccc2ccccc12	-0.4%	9.1
CCC(C)(C)NC(=O)CN(Cc1cccs1)C(=O)C(=O)Nc1ccc2c(c1)OCCO2	4.4%	·
C=CCNCCOc1c(C)cc(C)cc1Cl	3.7%	-3.6
CCN(C(=O)CN1CCN(Cc2ccccc2)CC1)c1c(N)n(Cc2ccccc2)c(=O)[nH]c1=O	-0.4%	2.7
Cc1ccc(S(=O)(=O)C2C(=O)N(C)C3(C)CC2c2ccccc2O3)cc1 (configuration not stated)	3.1%	-12.7
CCCOC1CCCN(C(=O)CCc2nnc(CCCCc3ccccc3)o2)C1 (configuration not stated)	1.2%	3.1
CCCC(=O)Nc1ccc2c(c1)C(=O)NC2=O	-6.5%	-5.2
Cc1ccc(C(=O)c2cc([N+](=O)[O-])ccc2N2CCCCC2)cc1C	0.1%	·
CC1CCCN(CCOc2ccc3ccccc3c2Br)C1 (configuration not stated)	4.3%	-10.9
Cc1ccccc1N=C1SC(CC(=O)Nc2ccc3ccccc3c2)C(=O)N1Cc1ccccn1 (configuration not stated)	11.3%	2.9
Cc1ccc(S(=O)(=O)N2CCCCC2)cc1NC(=O)CCOc1ccccc1	1.2%	77.7
Cc1c(N2C(=O)C3C4C=CC(C5CC45)C3C2=O)c(=O)n(-c2ccccc2)n1C (configuration not stated)	4.4%	-10.9

Assay outcomes: PubChem BioAssay, several laboratories

Only part of the results is shown, so the mix of outcomes need not match the whole.
